PAFAH2 FP inh = PAFAH2 (human) inhibition. hit rate 0.99% among 340,000. recombinant PAFAH2, FP-rhodamine activity probe, fluorescence polarization. AID 492956. Q99487. inhibition, % at 3.39 µM;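 active = inhibition above the mean over all tested compounds plus 3 SD, cut at about 30% in these data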;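 note: inhibitors block probe labeling of enzyme so polarization drops; 0% = enzyme with DMSO and 100% = wells lacking PAFAH2 protein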
PAD4 FP inh = blocks human protein arginine deiminase 4; Q9UM07; recombinant PAD4, RCA probe fluorescence polarization; inhibition, % at 6.36 µM; hit rate 0.41% among 330,000; AID 485272;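 active = percent inhibition above a cutoff equal to the mean of all tested compounds plus 3 SD, cut at about 15% in these data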;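 note: 0% = PAD4 with RCA probe and DMSO and 100% = probe without PAD4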
Target sequence (Q9UM07 whole entry, looked up): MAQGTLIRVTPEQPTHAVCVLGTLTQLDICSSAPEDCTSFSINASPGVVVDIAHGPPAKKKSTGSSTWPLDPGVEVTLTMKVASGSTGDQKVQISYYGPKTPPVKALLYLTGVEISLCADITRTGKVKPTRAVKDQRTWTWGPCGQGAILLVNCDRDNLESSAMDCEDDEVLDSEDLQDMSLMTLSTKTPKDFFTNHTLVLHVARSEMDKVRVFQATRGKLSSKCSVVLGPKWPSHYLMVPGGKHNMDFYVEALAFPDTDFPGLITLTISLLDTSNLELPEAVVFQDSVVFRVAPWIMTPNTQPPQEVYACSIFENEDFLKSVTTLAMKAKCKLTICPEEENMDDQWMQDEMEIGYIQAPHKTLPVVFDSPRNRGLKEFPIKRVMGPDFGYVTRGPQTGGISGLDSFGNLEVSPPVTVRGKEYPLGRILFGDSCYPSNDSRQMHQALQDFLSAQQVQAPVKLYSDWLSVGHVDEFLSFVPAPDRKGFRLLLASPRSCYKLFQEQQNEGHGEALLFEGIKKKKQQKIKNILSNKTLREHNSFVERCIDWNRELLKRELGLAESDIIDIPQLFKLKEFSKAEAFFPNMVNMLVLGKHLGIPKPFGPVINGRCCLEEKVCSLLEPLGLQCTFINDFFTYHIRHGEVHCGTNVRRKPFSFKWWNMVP
PREPL inh = inhibits the human prolyl oligopeptidase-like enzyme; recombinant PREPL, fluorescence polarization activity-based probe; inhibition, % at 5.96 µM; hit rate 0.68% among 320,000; AID 2751; in the data active = inhibition above about 43%;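 note: 0% = enzyme with DMSO and 100% = wells lacking enzyme; many of its hits are not listed in these tables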
LYPLA1 counter = counter-screen for PME1 inhibitors: inhibitors of human LYPLA1. inhibition, % at 5.9 µM. O75608. hit rate 0.16% among 320,000. AID 2174. recombinant LYPLA1, FP-Rh probe fluorescence polarization;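 active = inhibition above the mean of all tested compounds plus 3 SD, set per campaign, cut at about 14% in these data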;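 note: inhibitors block serine hydrolase probe labeling of LYPLA1 so polarization falls; 0% = enzyme with DMSO and 100% = wells lacking LYPLA1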
PAFAH1B3 inh = inhibitors of human PAFAH1B3; Q15102; recombinant PAFAH1B3, FP-rhodamine probe, fluorescence polarization; inhibition, % at 3.39 µM; hit rate 0.28% among 340,000; AID 492972;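 active = inhibition above the screen-wide average of all tested compounds plus 3 SD, cut at about 25% in these data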;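 note: 0% = enzyme with DMSO only and 100% = wells lacking PAFAH1B3 protein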
GSTO1 counter = counter-screen for RBBP9 inhibitors: inhibitors of human GSTO1; recombinant GSTO1, activity-based probe fluorescence polarization; inhibition, % at 5.96 µM; hit rate 1.1% among 300,000; AID 1974;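 active = inhibition above the campaign mean inhibition plus 3 SD, cut at about 35% in these data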;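 note: 0% = GSTO1-1 with DMSO and 100% = wells lacking GSTO1-1 enzyme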
LYPLA2 inh = counter-screen for PME1 inhibitors: inhibitors of human LYPLA2. O95372. AID 2177. inhibition, % at 5.9 µM. hit rate 0.38% among 320,000. recombinant LYPLA2, FP-Rh probe fluorescence polarization;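 active = inhibition above the screen-wide mean plus 3 SD, limit set per campaign, cut at about 26% in these data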;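 note: 0% = LYPLA2 with DMSO and 100% = wells lacking LYPLA2 enzyme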
Target sequence (O95372 whole entry, looked up): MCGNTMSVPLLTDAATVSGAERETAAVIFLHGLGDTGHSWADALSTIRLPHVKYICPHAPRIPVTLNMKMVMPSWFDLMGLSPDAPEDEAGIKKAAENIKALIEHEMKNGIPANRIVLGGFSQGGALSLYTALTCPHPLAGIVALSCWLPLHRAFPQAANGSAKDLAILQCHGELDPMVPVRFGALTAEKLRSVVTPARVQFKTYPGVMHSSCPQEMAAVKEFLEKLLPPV
ZTA counter = ZTA (EBV) inhibition in EBNA-1 counter-screen | ZTA-DNA binding, fluorescence polarization | P03206 | AID 2234 | hit rate 0.15% among 320,000 | inhibition, % at 11 µM; in the data active = inhibition above about 33%
EBNA-1 inh = blocks EBNA-1 binding to DNA. EBNA-1 DNA binding, fluorescence polarization. inhibition, % at 14.8 µM. hit rate 0.34% among 300,000; in the data active = inhibition above about 28%
* hit, by the source's call; · = no result given.

canonical_smiles	PAFAH2 FP inh	PAD4 FP inh	PREPL inh	LYPLA1 counter	PAFAH1B3 inh	GSTO1 counter	LYPLA2 inh	ZTA counter	EBNA-1 inh
O=C(COC(=O)c1ccccc1OCc1ccc(Cl)cc1)NC1CC1	28	-2	-10	-3	6	-2	0	16	8
COc1cccc(C(=O)Nc2nnc(Cc3ccc(OC)c(OC)c3)s2)c1	-8	3	3	2	3	0	-1	16	3
CN(Cc1nc(-c2cnccn2)no1)C1CC(C)(C)NC(C)(C)C1	-5	8	10	-1	2	-5	5	8	-6
COC(C(=O)Nc1ccnn1C1CCN(Cc2cccc(C)n2)CC1)c1ccccc1 (stereo not drawn)	-1	1	0	-2	8	0	2	10	-2
CC(C)CN1CCC(CNC(=O)CCc2nnc(Cc3c[nH]c4ccccc34)o2)CC1	2	7	37	-2	-3	-3	-6	-8	4
CCCCC(CC)C(=O)Nc1cc([N+](=O)[O-])ccc1F (stereo not drawn)	1	2	2	5	1	0	5	-7	0
COc1cc(Cl)ccc1OCc1cc(C(=O)N(C)Cc2nnc(C)o2)no1	3	1	-6	-3	-3	1	-3	14	-5
Cc1ccc(-c2c(C(=O)N/N=C/c3ccsc3)nnn2-c2nonc2N)cc1	11	-7	-4	0	6	-14	-1	-10	-6
c1ccc(Oc2cccc(Oc3ccccc3)n2)cc1	0	0	20	-3	-3	14	5	3	-7
CC(C)NC(=O)Cn1cc(C(=O)C2CC2)c2ccccc21	-4	3	3	-6	1	6	0	-27	-1
COc1cccc(NC(=S)N2CCC(NC(=O)C3CCCCC3)CC2)c1	-3	2	-6	2	2	4	2	2	3
O=C(CSc1nnc(SCc2ccc(F)cc2)s1)Nc1ccc(C(=O)O)cc1	1	0	-14	-3	6	-21	3	-5	1
O=c1[nH]n(-c2ccccc2)c(=O)c2ccccc12	1	-7	3	1	-1	6	-1	7	-4
O=[N+]([O-])c1cccc(-c2cn3nc(-c4ccccc4)c(-c4ccccc4)nc3n2)c1	6	2	11	0	-4	11	2	-7	-2
O=c1[nH]c(=O)n(Cc2ccccc2)c2nc(-c3ccc(C(F)(F)F)cc3)n(CCO)c12	-6	0	22	-1	7	-5	8	3	2
Clc1nnc(Cl)c2c1ncn2Cc1ccccc1	4	4	5	0	2	-2	17	1	15
O=C1CC(c2ccco2)CC(O)=C1C=NCCN1CCN(C(=O)Nc2ccc(Cl)cc2)CC1 (stereo not drawn)	5	-6	7	-3	11	3	3	23	8
Clc1nc(CN2CCCCC2)nc2sc3c(c12)CCCC3	7	1	7	-6	11	-4	-10	8	5
COc1ccc(C)cc1NC(=O)CNC(C)C(=O)Nc1ccc(C(C)=O)cc1 (stereo not drawn)	4	-6	0	0	3	0	-5	5	-18
Cc1ccc(C(=O)NCC(c2ccco2)N2CCc3ccccc3C2)cc1C (stereo not drawn)	6	-1	2	-1	2	2	0	1	2
CCC(=O)OCn1nnc2ccccc2c1=O	1	-5	-1	4	-1	-4	2	0	-14
CN(Cc1nc(-c2cccc(Cl)c2)no1)C1CCOCC1	4	3	-1	0	-1	0	3	-10	4
Cc1c(NC(=O)Nc2ccccc2[N+](=O)[O-])c(=O)n(-c2ccccc2)n1C	-6	-3	13	-1	8	3	1	8	-9
O=C(NCCN1CCOCC1)c1cc([N+](=O)[O-])ccc1Cl	3	3	16	2	4	14	0	-14	-3
COCCn1c(C(C)C)nc2oc3ccccc3c(=O)c2c1=O	-11	3	0	2	5	4	1	-1	4
COc1ccc(C(=O)NCCCc2ccccc2)cc1OC	-8	-4	12	-1	8	1	0	-10	0
O=C(O)c1cccc(NC(=S)N/N=C/c2cccc(O)c2)c1	-4	4	1	3	6	3	4	-25	-6
O=C(Nc1ccccc1C(=O)Nc1ccncc1)c1ccccc1	-4	-7	-12	-1	1	-2	5	6	-8
CCc1nnc(SCC(=O)Nc2nccs2)n1CC	-1	-1	0	3	1	1	7	10	12
CC(=O)Nc1ccc(S(=O)(=O)NC2CC(=O)N(c3ccc4c(c3)OCCO4)C2)cc1 (stereo not drawn)	1	-4	1	0	5	10	7	-10	-8
Cc1ccc2[nH]c(=O)c(CN(CCCN(C)C)C(=S)NCCc3ccccc3)cc2c1	-3	-1	-47	0	5	4	4	-22	-11
Oc1cccc(Nc2c3ccccc3nc3ccccc23)c1	5	-13	36	-1	10	13	1	-6	7
C[C@H](CO)N1C[C@H](C)[C@@H](CN(C)CC2CCCCC2)Oc2c(NC(=O)Cc3ccccc3)cccc2C1=O	3	-2	28	·	4	·	·	·	·
COc1ccccc1NC(=O)CC(=O)CSc1nnc(-c2ccc(C)cc2)n1-c1ccccc1	-12	2	9	-4	9	-13	-10	3	-8
FC(F)(F)c1ccccc1CN1CCN(C2CCCCCC2)CC1	-13	2	-6	1	10	2	7	-3	8
Cc1onc(-c2ccccc2)c1C(=O)N(C)CC(=O)Nc1ccc(F)c(F)c1F	14	-2	15	·	5	·	·	·	·
O=C(COc1ccc(Cl)cc1)NCCNc1ccc([N+](=O)[O-])cc1	3	1	-14	0	7	-1	0	3	3
CC1CN(C(=S)Nc2ccc(F)cc2F)CC(C)O1 (stereo not drawn)	3	-7	4	-4	7	-6	1	3	11
C=CCN1C(=O)c2ccc(C(=O)NCCOc3ccccc3F)cc2C1=O	-1	-2	5	2	5	6	3	14	-11
CN(CC(=O)Nc1cccc(F)c1)CC(=O)NC(c1ccccc1)c1ccccc1	0	-1	0	-5	5	·	-15	4	·
Cc1nc(N2CCN(c3ccccn3)CC2)c2c(C)c(C(=O)Nc3ccc(F)cc3F)sc2n1	-9	2	3	3	-4	0	5	5	-2
O=C(N/N=C/c1ccc(Br)s1)c1cccc([N+](=O)[O-])c1	2	-1	-2	-5	-1	1	4	3	7
Cc1noc(/C=C/N(C)C)c1S(=O)(=O)N(C)CC(=O)N1CCc2ccccc21	·	2	8	-3	·	-3	0	17	6
CCN(CC)C(=O)Cn1c(=O)n(CCC(=O)Nc2ccc(F)cc2)c(=O)c2sccc21	0	1	-4	2	3	3	-2	-8	-7
Cc1cccc(OCCCC(=O)N2CCCc3ccccc32)c1C	2	-5	12	-3	5	1	1	-9	6
COc1cccc(CNC(=O)CCn2c(=O)c3cccn3c3cccnc32)c1	10	-2	0	-4	-1	1	1	-9	-3
Nc1ccn(CC(=O)N2CCN(c3ccccn3)CC2)c(=O)n1	1	-2	17	-4	-6	·	-7	12	·
CCCn1c(N)c(NCCN2CCOCC2)c(=O)n(CC(=O)NCc2ccccc2)c1=O	8	-1	-3	-2	1	3	-4	18	9
C[C@H](CO)N1C[C@H](C)[C@@H](CN(C)C(=O)NC2CCCCC2)Oc2c(NC(=O)CCC(F)(F)F)cccc2C1=O	10	-1	11	·	8	·	·	·	·
NNC(=O)CC(=O)NC1(Cc2ccc(O)cc2)CCCCC1	4	-1	7	0	5	22	1	-5	3

(list continues)
canonical_smiles	PAFAH2 FP inh	PAD4 FP inh	PREPL inh	LYPLA1 counter	PAFAH1B3 inh	GSTO1 counter	LYPLA2 inh	ZTA counter	EBNA-1 inh
O=C(NCc1ccc(Cl)cc1)[C@@H]1CCCN1S(=O)(=O)c1ccc(Cl)cc1	3	0	7	·	0	·	·	·	·
O=C(COC(=O)Cc1cccc(C(F)(F)F)c1)Nc1ccc2c(c1)OCCO2	0	-2	-8	-1	-4	3	-4	-1	12
Clc1nc(-c2ccccc2)c2ccccc2n1	4	-1	-6	-2	5	-4	-2	-3	-6
CCNc1ccc(C(=O)OCC(=O)N(Cc2ccccc2)C(C)(C)C)cc1[N+](=O)[O-]	10	-5	-4	-3	3	-3	-2	-6	-9
O=C1C=C(Nc2ccccc2O)c2ccccc2C1=O	-13	65*	13	-1	3	72*	-2	-10	0
COc1ccc(CC(=O)NCc2cccs2)cc1	-7	3	-2	-1	1	6	1	-2	10
CCOC(=O)c1ccc(NC(=O)CSc2nnc(CCc3ccc(C)o3)n2-c2ccccc2)cc1	0	-2	-13	0	-2	-2	0	-3	-4
CCN1C(=O)c2cccc3c(NC(=O)c4ccccc4)ccc1c23	-5	-5	4	-3	7	0	-4	-5	-12
Cc1ccc(S(=O)(=O)N2CCCC(C(=O)NCCc3ccccc3)C2)cc1 (stereo not drawn)	5	10	6	-1	0	17	-3	-1	-2
O=C(NCc1ccco1)C1CCN(C(=O)Cc2ccccc2)CC1	1	4	-4	1	3	7	4	-6	-11
Cc1nn(-c2ccc(N3CCCCC3)nn2)c(C)c1CCC(=O)Nc1ccc(F)cc1	5	-2	2	-4	-8	-3	3	4	3
Brc1ccc(-c2ccc(C3Nc4cccc5cccc(c45)N3)o2)cc1	·	-4	16	-14	·	·	-5	-9	·
CCOC(=O)C1=C(N)OC2=C(C(=O)CC(C)(C)C2)C1c1cccnc1 (stereo not drawn)	-9	-1	-1	2	12	0	2	-8	0
CCC1C/C(=C\c2cc(OC)c(OC)cc2OC)C(=O)/C(=C/c2cc(OC)c(OC)cc2OC)C1 (stereo not drawn)	6	0	13	0	5	24	3	24	2
Cc1ccc(C(=O)NC(C)C2CC3CCC2C3)c(C)c1 (stereo not drawn)	6	2	1	-1	5	3	5	-7	-4
CCN(CC)C(=O)CCNS(=O)(=O)c1ccc(C)cc1	8	4	14	-5	2	21	-4	7	-6
Cc1ccc(S(=O)(=O)N(C)Cc2ccc(C(=O)NN=C3C4CC5CC(C4)CC3C5)cc2)cc1	2	-4	3	-1	3	-1	-5	1	-6
N=C(N)SCc1ncccc1O	12	0	-3	0	11	12	-2	7	-2
O=C(NCc1ccc(F)cc1Cl)C1CCN(S(=O)(=O)N2CCC3(CC2)OCCO3)CC1	1	-7	21	1	1	-1	-2	-13	4
c1ccc(Cn2ncc3c(N4CCN(C(c5ccccc5)c5ccccc5)CC4)ncnc32)cc1	-3	-3	-2	-1	10	8	2	-10	-2
CCOC(=O)c1c(NC(=O)CSc2cn(CC)c3ccccc23)sc2c1CCC2	-4	2	-1	-3	-4	5	-1	-3	0
Cc1cc(C)cc(N(C(C)C(=O)NCCC2=CCCCC2)S(C)(=O)=O)c1 (stereo not drawn)	-3	-4	6	2	3	1	5	-1	-6
COc1cccc(CC(Cc2nc3ccccc3[nH]2)c2nc3ccccc3[nH]2)c1 (stereo not drawn)	2	-10	25	-6	1	-6	-13	1	-23
C#CCOCCOCCOCCNc1nc(N2CCN(C(=O)[C@H]([C@@H](C)CC)n3cc([C@@H](N)Cc4ccc(O)cc4)nn3)CC2)nc(N2CCN(C(=O)[C@H](CCCCN)n3cc([C@@H](N)CO)nn3)CC2)n1	·	-2	12	-2	·	-3	0	-12	-11
C=CCN(CC(O)c1cccc([N+](=O)[O-])c1)C(C)CCc1ccccc1 (stereo not drawn)	-1	-2	6	1	5	-6	3	7	8
Cn1c(N2CCOCC2)c(/C=N/O)c2ccccc21	-9	1	4	2	4	6	5	-23	3
CC(=O)c1cccc(NC(=O)c2nc(-c3ccccc3)oc2C)c1	5	-7	13	-4	-1	-4	-11	8	-11
CS(=O)(=O)N1CCCC(C(=O)NCc2ccc(F)cc2)C1 (stereo not drawn)	1	2	-1	2	2	2	6	8	7
C=C(C)c1cccc(C(C)(C)NC(=O)N2CCN(c3ccccn3)CC2)c1	8	2	0	4	8	-1	3	-13	-6
O=C1[C@@H]2Cc3c([nH]c4ccccc34)C(c3ccc(Cl)cc3)N2C(=O)CN1CCO (stereo partly drawn)	4	2	-4	0	10	4	-1	-13	-8

Source: PubChem (The Scripps Research Institute Molecular Screening Center)

A portion of the library; the hit share may differ from the screen's.
